Compound activity: PubChem, several laboratories
HTR5A inv ctr: counter-screen for OPRM1-OPRD1 inverse agonists: human HTR5A inverse agonism. P47898. HTR5A cell line, luminescence. inhibition, % at 9.3 µM. actives 0.083% (n = 340,000). AID 504634; in the data active means inhibition mostly above about 23%, no sharp cut-off; inactive means mostly below about 18%;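 further: 0% = cells with DMSO and 100% = no-cell wells with DMSO; some compounds called inactive have numbers as strong as hits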
Target sequence (P47898 whole entry, looked up): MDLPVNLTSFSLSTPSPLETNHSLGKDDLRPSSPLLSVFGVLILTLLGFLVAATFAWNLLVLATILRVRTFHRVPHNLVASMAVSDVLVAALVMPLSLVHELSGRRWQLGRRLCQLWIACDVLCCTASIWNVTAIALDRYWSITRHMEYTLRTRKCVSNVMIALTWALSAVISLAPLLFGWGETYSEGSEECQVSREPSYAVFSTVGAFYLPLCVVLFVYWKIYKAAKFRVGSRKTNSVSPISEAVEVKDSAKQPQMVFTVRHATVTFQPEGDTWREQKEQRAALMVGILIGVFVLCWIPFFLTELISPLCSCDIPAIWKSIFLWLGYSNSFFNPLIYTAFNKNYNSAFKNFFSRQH
phage Ecoli inh: E. coli growth loss with phage present | growth absorbance | inhibition, % at 11.9 µM | actives 0.26% (n = 360,000) | AID 651602; in the data active means inhibition above about 11%
Tat export inh: E. coli Tat transport inhibition | E. coli MC4100 TorA-mCherry Tat export, fluorescence | inhibition, % at 10 µM | actives 0.036% (n = 340,000) | AID 488895;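 active means mean replicate inhibition at least 50% and at least half of replicates individually reaching 50%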;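 further: exported cargo escapes ClpAP degradation while cytoplasmic cargo is degraded and loses fluorescence; 0% = median of neutral control wells and 100% = median of NaSCN control wells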
DAGLB inhibitor: blocks human DAGLB lipase activity. HEK293T DAGLB membrane lysate, EnzChek fluorogenic substrate. actives 0.059% (n = 340,000). Q8NCG7. inhibition, % at 5.17 µM. AID 504411; in the data active means inhibition above about 34%;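 further: 0% = enzyme with vehicle and 100% = wells lacking enzyme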
Target sequence (Q8NCG7 whole entry, looked up): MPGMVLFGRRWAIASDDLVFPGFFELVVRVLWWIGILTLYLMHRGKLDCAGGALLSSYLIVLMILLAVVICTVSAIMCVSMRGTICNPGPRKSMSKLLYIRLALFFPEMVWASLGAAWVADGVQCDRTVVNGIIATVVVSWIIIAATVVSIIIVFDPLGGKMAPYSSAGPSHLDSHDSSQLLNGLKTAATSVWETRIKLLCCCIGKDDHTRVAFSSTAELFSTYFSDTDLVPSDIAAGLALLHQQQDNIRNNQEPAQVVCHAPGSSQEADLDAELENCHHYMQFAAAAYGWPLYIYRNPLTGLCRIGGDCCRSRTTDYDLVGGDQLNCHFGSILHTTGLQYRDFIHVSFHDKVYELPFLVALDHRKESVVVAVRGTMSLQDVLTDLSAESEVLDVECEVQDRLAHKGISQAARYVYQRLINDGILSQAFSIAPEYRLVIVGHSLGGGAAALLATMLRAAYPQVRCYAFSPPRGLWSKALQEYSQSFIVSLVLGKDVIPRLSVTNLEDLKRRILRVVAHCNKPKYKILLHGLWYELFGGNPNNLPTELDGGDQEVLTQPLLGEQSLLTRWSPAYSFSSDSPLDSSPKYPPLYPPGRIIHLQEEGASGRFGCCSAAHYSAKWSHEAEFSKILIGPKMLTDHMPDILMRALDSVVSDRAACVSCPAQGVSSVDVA
PKA-R2B activ: activators of human PKA-R2B complex; P22694+P31323; activation, % at 11.4 µM; actives 0.079% (n = 340,000); PKA-R2B holoenzyme dissociation, Cy5-IP20 fluorescence polarization; R2B truncated from residue 108, S112A mutant; 0% DMSO only, 100% 113 µM cGMP;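 active means activation above a cutoff set at the mean over all compounds plus 3 SD, cut at about 18% in these data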;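 further: higher means more holoenzyme dissociation and a rise in polarization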
Mot1-301 SUMO: blocks SUMOylation pathway, rescuing yeast Mot1-301 growth; S. cerevisiae Mot1-301 growth rescue, ATP luminescence, 38.5C; percent above DMSO median, 100 means doubled; AID 2716; growth rescue, % at 18.8 µM; actives 1% (n = 320,000);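 active means every valid replicate shows activation above 250% relative to neutral control wells; inactive means the rest, any valid replicate at or below 250%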;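 further: OY570 slx delta 5 strain wells were the positive control but not used for scaling; some compounds called inactive have numbers as strong as hits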
HTR5A ag: counter-screen for OPRM1-OPRD1 agonists: human HTR5A agonism; HTR5A agonist assay, luminescence, cell-based; AID 504692; actives 0.61% (n = 340,000); P47898; activation, % at 9.3 µM; in the data active means activation mostly above about 9.5%, no sharp cut-off; inactive means mostly below about 7.6%;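 further: 0% = cells with vehicle only and 100% = reference agonist; strong numbers were not always called active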
AddAB inh: less growth of phage-infected E. coli with AddAB | E. coli expressing H. pylori AddAB, absorbance growth | inhibition, % at 11.9 µM | actives 0.29% (n = 330,000) | AID 435030; in the data active means inhibition above about 12%;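 further: 0% = vehicle wells of infected cells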
E coli growth: bacterial growth inhibition, counter-screen for AddAB inhibitors | E. coli V3065 growth, OD600 absorbance, 18 h | inhibition, % at 11.9 µM | actives 0.27% (n = 330,000) | AID 449728;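 active means inhibition above the campaign's mean inhibition across all tested compounds plus 3 SD, cut at about 9.9% in these data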;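 further: uninfected addAB+ strain grown without phage in ampicillin broth; 0% = DMSO wells and 100% = ciprofloxacin 0.95 µg/ml wells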
PKA-R1A activ: activators of PKA-R1A complex; P00514+P68181; PKA-R1A dissociation, Cy5-IP20 fluorescence polarization; scaled: DMSO 0%, 113 µM cGMP 100%; activation, % at 11.4 µM; actives 0.083% (n = 340,000); AID 504707;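 active means percent activation above the mean of all tested compounds plus 3 SD, cut at about 19% in these data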;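 further: higher means more PKAc released from R1A so a rise in polarization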
CDK5 p35 inh: CDK5/p35 (human) kinase inhibition; actives 0.01% (n = 330,000); Recombinant CDK5/p35, ADP-Glo luminescence, 60 min; AID 488839; inhibition, % at 10 µM;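 active means highest replicate inhibition of at least 50% and at least 75% of replicates reaching 50%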;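 further: plate controls were DMSO neutral control for no effect and GW8510 at 10 µM for full effect; many of its hits are not listed in these tables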
Numbers without * were called inactive; x = no result given. Compounds as they come; about 2.3% have a hit in one of these screens.

SMILES	HTR5A inv ctr	phage Ecoli inh	Tat export inh	DAGLB inhibitor	PKA-R2B activ	Mot1-301 SUMO	HTR5A ag	AddAB inh	E coli growth	PKA-R1A activ	CDK5 p35 inh
COC(=O)c1ccc(=O)c2nc3/c(=C/O)c(O)cc(=O)c3[nH]c12	0	-0.5	-1	-1	3	137	0	4.4	-0.5	7	0.4
CC(C)Cc1nc(SCC(=O)NCC2CCCO2)c2c(=O)n(C)c(=O)n(C)c2n1 (stereo not drawn)	16	1.1	-3	-4	-4	-8	-1	-0.9	-2.5	9	0.5
CCOC(=O)c1cc(-c2ccccc2)sc1NC(=O)C(C)C	6	0.6	-12	-13	-3	-2	5	1.9	0.3	-11	1.5
CC(C)c1nnc(SCC(=O)NC(C)(C)C)n1C	-6	4.5	-6	-3	-4	140	-8	5.1	-0.6	3	0.4
COC(=O)CC(c1ccc(C#N)cc1)n1c(C)ccc1C (stereo not drawn)	3	0.0	-5	-1	-7	-19	2	1.4	1.5	4	0.4
CCOC(=O)c1[nH]c2ccccc2c1NC(=O)c1cc(OC)c(OC)c(OC)c1	6	3.5	2	1	-6	8	3	2.5	0.9	-6	-1.4
CCOC(=O)N1CCN(C(=O)COc2ccc(S(=O)(=O)NCc3ccccc3)cc2)CC1	16	4.1	-1	-1	-8	8	-1	0.9	-1.1	-2	1.1
Cc1cccc(NC(=O)C2CCCN(C(=O)Nc3ccc(F)cc3)C2)c1C (stereo not drawn)	-23	-0.7	2	-4	-2	2	8	2.0	-1.5	-7	-2.2
CCCCOc1ccc(-c2nc(/C=N/c3nccs3)c(O)o2)cc1	-3	3.4	-6	-2	0	21	1	0.0	1.0	-7	-0.7
COc1ccc(OCC(=O)Nc2ccc3c(c2)C(=O)NC3=O)cc1	3	-2.1	-2	-2	10	239	-1	3.4	2.2	5	-0.1
Cc1cccc(N2CCN(C(=O)c3cccc(S(=O)(=O)N4CCCCC4)c3)CC2)c1C	6	4.2	17	-5	-7	27	-1	2.1	-1.1	-7	-0.8
CCc1ccc(CN(C(=O)c2oc3ccccc3c2C)C2CCS(=O)(=O)C2)cc1 (stereo not drawn)	-11	2.7	17	-3	2	17	4	0.3	-1.1	-11	1.3
COc1cc(C(c2sc3ncnn3c2O)N2CCN(c3ccccc3F)CC2)cc(OC)c1OC (stereo not drawn)	-22	2.8	9	1	6	-14	3	-0.6	0.4	6	-1.3
Fc1ccc(CNC(=S)Nc2ccccc2F)cc1	-11	-0.7	4	-2	0	130	3	1.2	-0.8	6	-1.5
Cc1ccc(C(=O)N2CCCC(c3nc4c(nnn4Cc4ccccc4)c(=O)[nH]3)C2)cc1 (stereo not drawn)	-21	1.5	2	2	-1	-9	5	1.3	0.3	-5	0.3
CCOc1ccc(-c2nc(CSCC(=O)NCCN3CCOCC3)c(C)o2)cc1	15	3.8	-15	0	5	-4	4	0.2	1.2	12	-0.7
CSc1cccc(-n2cc(-c3ccc4c(c3)OCO4)[nH]c2=O)c1	-8	x	-7	2	1	10	-2	1.9	2.9	1	-0.3
O/N=C1\CCc2cc(Cl)ccc21	-39	3.8	8	0	5	x	16	5.3	1.3	-8	1.1
CCSc1nc(N)nc2c1ncn2C1OC(CO)C(O)C1O (stereo not drawn)	4	0.4	-3	1	-1	x	-1	x	x	5	0.0
NC(=O)COC(=O)c1sc2cc(F)ccc2c1Cl	5	-2.5	5	-1	-5	-10	-2	1.7	1.8	-12	-0.7
C=CCN1C(=O)CS/C1=C(\C#N)S(=O)(=O)c1ccc(C)cc1	1	1.7	-8	-6	-8	146	-5	0.5	-2.6	1	-0.5
CCOC(=O)c1cn(CC)c2cc(N3CCCCC3)c(F)cc2c1=O	-20	1.1	7	0	4	-24	-4	4.0	1.6	-3	0.7
O=S(=O)(c1ccc(F)c(F)c1)N1CCN(S(=O)(=O)c2cccs2)CC1	6	1.4	0	-2	3	177	-4	6.1	2.0	4	-0.6
CC(C)OC(=O)CSc1nnc(C2CCCCC2)n1N	x	1.1	5	x	x	223	x	1.3	-0.2	x	0.3
Cc1nc(NCCN2CCOCC2)c2nnn(Cc3c(F)cccc3Cl)c2n1	-4	-0.3	0	2	10	629*	1	-0.6	-0.2	-10	-0.2
CCC(=O)n1nc(-c2ccc(OC)cc2)nc1NCc1cccs1	-11	-1.5	-5	2	-15	x	4	x	x	-7	-0.5
Cc1cccc(C)c1NC(=O)CS(=O)CC(=O)Nc1ccc(N2CCOCC2)cc1 (stereo not drawn)	-8	0.3	-2	-1	-12	-12	3	2.4	-0.8	-1	-0.4
O=C(CCc1nnc(Cc2ccc(-c3ccccc3)cc2)o1)NCC1CC1	-10	3.9	1	-4	8	-12	7	2.4	1.3	-3	0.1
CC(C(=O)Nc1ccncc1)(c1ccccc1)c1ccccc1	14	4.6	0	0	1	-1	-4	0.2	-2.9	-13	-0.2
Cc1ccc(CN2C(=O)C(=O)c3cc(C)ccc32)cc1	-9	3.7	-7	-2	-5	101	3	1.6	-0.6	-12	-5.7
CCOc1ccc(NC(=O)CN(C)C(=O)CCCOc2ccc(Br)cc2)cc1OCC	0	0.8	-5	-1	-9	23	0	4.3	1.5	-10	-0.8
Cc1csc(NC(=O)CSc2nc3ccccc3c3c2CCCC3)n1	-11	1.1	10	-5	0	-2	-1	2.6	-0.3	4	-0.1
Cc1cc(C)nc(SCC2COc3ccccc3O2)n1 (stereo not drawn)	-27	2.6	3	-5	9	393*	-4	-0.7	-0.6	-9	-0.1
O=C(CNC(=O)c1cccs1)OCC(=O)c1ccc(Cl)cc1	-3	1.9	2	-1	3	30	1	2.5	1.8	5	0.9
COc1cc(C(=S)N2CCOCC2)ccc1OC(=O)/C=C/c1ccco1	-20	0.8	-2	1	-3	7	0	-0.5	-4.0	-4	1.0
CC(C)(CNCC(O)c1ccccc1)N1CCOCC1 (stereo not drawn)	-26	3.0	-5	-2	-9	0	10	5.1	1.6	-21	0.4

Entries of single compounds as entered above. Values in the order: HTR5A inv ctr | phage Ecoli inh | Tat export inh | DAGLB inhibitor | PKA-R2B activ | Mot1-301 SUMO | HTR5A ag | AddAB inh | E coli growth | PKA-R1A activ | CDK5 p35 inh
CCOc1ccc(NC(=O)CN(C)C(=O)CCCOc2ccc(Br)cc2)cc1OCC is listed as 0 | 0.8 | -5 | -1 | -9 | 23 | 0 | 4.3 | 1.5 | -10 | -0.8
Cc1nc(NCCN2CCOCC2)c2nnn(Cc3c(F)cccc3Cl)c2n1 is listed as -4 | -0.3 | 0 | 2 | 10 | 629* | 1 | -0.6 | -0.2 | -10 | -0.2

The list continues:
SMILES	HTR5A inv ctr	phage Ecoli inh	Tat export inh	DAGLB inhibitor	PKA-R2B activ	Mot1-301 SUMO	HTR5A ag	AddAB inh	E coli growth	PKA-R1A activ	CDK5 p35 inh
Cc1cccc(N2CCN(C(=O)C34CC5CC(CC(C5)C3)C4)CC2)c1C	8	0.6	10	-25	4	7	-2	3.7	0.5	-7	-0.6
O=C(COC(=O)C1CC2CCCC(C1)C2=O)Nc1ccc(F)c(Cl)c1 (stereo not drawn)	-14	1.6	1	0	-10	0	5	5.9	1.9	-7	0.3
CCc1ccc(Nc2nnc(SCC(=O)NC(=O)CN3CCCC3=O)s2)cc1	-10	2.1	-3	1	-5	9	3	-1.5	-1.4	-3	0.9
CC(=O)Nc1cccc(O)c1	5	5.3	-1	-1	-2	-12	-1	3.7	0.3	-2	-0.5
O=C(CSc1nnc2ccccn12)NC(=O)c1ccccc1	-25	0.9	-4	-2	1	6	10	-0.6	0.7	-11	0.4
O=C(Nc1ccccc1C1CC1)c1cccs1	17	0.8	9	-3	-6	112	-6	-0.8	1.9	-12	-0.7
CCOC(=O)c1ccc(NC(=O)NCCc2ccccc2OC)cc1	-5	0.9	-3	-12	-10	8	-2	3.1	0.3	-8	-0.8
O=C(Nc1ccc2c(c1)OCO2)C1CCN(S(=O)(=O)Cc2ccccc2)CC1	3	4.0	-6	-2	1	146	5	1.5	1.9	-3	-0.5
Cc1c(-c2ccccc2)nc2ccccc2c1C(=O)NCc1cccs1	15	0.6	0	0	-3	2	2	1.2	-1.1	-7	-0.4
Cc1ccc(OCCCC(=O)Nc2nncs2)cc1	10	0.2	11	-3	3	101	5	-0.7	0.0	10	0.5
CCN(C(=O)C(C)Cl)c1ccccc1 (stereo not drawn)	6	4.6	-3	-2	-5	2	-2	2.2	0.8	-16	1.1
COc1ccc(Cl)cc1/C=N/NC(=O)c1c(-c2ccccc2)noc1C	-14	2.3	3	5	-4	0	0	x	x	-10	2.6
Cc1cc(Nc2ccccc2Cl)nc(-c2ccccc2O)n1	-20	1.4	-5	-7	-7	26	6	0.7	-2.4	-5	1.9
CC(CCc1ccccc1)NC(=O)Cc1ccc(Br)cc1 (stereo not drawn)	9	0.5	4	-5	-4	261	2	1.1	-1.5	-3	0.7
C=CCNC(=O)c1cc(-c2ccc3c(c2)OCO3)on1	2	2.0	-12	-1	15	5	-1	2.1	3.5	-4	0.1
COc1cc(/C=C/c2ccc3cccc(O)c3n2)cc(OC)c1OC	16	1.9	-7	-2	-4	-10	-4	-3.2	-4.9	-4	-0.4
CCOc1ccc2nc(SCC(=O)c3ccc(O)cc3O)sc2c1	-25	-1.4	0	-2	12	1	7	-3.2	-4.0	-3	0.1
CSCCC(NC(=O)OCc1ccccc1)C(=O)NCc1cccnc1 (stereo not drawn)	18	-1.6	0	-2	0	10	-5	x	x	-6	-0.3
Cc1cc(NC(=O)c2ccccc2)nc(C)n1	-1	3.4	3	2	-1	396	0	1.0	3.5	-14	0.7
CCN(Cc1ccccc1)c1ccc(/C=N/NS(=O)(=O)c2cccc([N+](=O)[O-])c2)cc1	-13	2.4	9	1	3	-14	7	2.5	-1.5	11	-0.2
CCOc1ccc(NC(=O)N2CCN(c3nc4ccccc4s3)CC2)cc1	-52	2.6	-1	-2	1	14	3	0.1	1.9	-9	-0.1
Cc1cc(C(=O)Cn2nc(C(=O)O)c3ccccc3c2=O)c(C)n1CCc1ccc(F)cc1	-21	-0.1	9	-2	0	12	8	2.0	1.7	-3	0.6
CCn1c(=O)c(C(=O)CN2CCN(S(=O)(=O)c3ccccc3)CC2)c(N)n(Cc2ccccc2)c1=O	28	-0.3	10	0	4	-7	3	-2.0	-1.7	-10	1.5
O=C(CSc1nncn1-c1ccccc1)Nc1cc(F)ccc1F	11	-0.6	-4	-1	3	-10	-5	2.1	-0.4	4	1.8
Cc1ccc(C)c(NC(=O)COC(=O)COc2cccc3c2OC(C)(C)C3)c1	2	-3.7	6	-8	-3	5	-1	1.0	1.5	-10	1.0
O=C(COC(=O)c1cc([N+](=O)[O-])ccc1N1CCOCC1)NCCc1ccccc1	-20	1.3	0	1	-3	5	8	1.2	3.0	-6	-0.2
O=C(C[n+]1ccccc1)N/N=C/c1cc(Br)ccc1O	0	-1.7	3	-2	-10	-19	0	-1.7	-1.2	-11	0.4
Cc1nnsc1C(=O)N1CCCC(C(=O)c2ccc(C(F)(F)F)cc2)C1 (stereo not drawn)	-9	4.1	6	0	-2	-4	3	0.8	0.1	-10	2.6
COc1ccc(NS(=O)(=O)c2ccc3c(c2)CCCN3C(C)=O)cc1	14	3.2	5	0	-1	-9	0	2.9	-0.5	16	2.3
